# Rhodamine autofl – compound fluoresces in the rhodamine spectral region; Rhodamine-region fluorescence, 547/598 nm, Tris buffer; active compounds read high; max dye-equivalent concentration, M; 59,000 compounds, 0.05% hits; in the data active means max dye-equivalent concentration above about 11 nM; inconclusive means between about 1.1 nM and that limit
#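 Intrinsic compound fluorescence, ex 547 / em 598 nm, CCD imager. Tris 100 mM pH 8.0; 15 min RT. Output = rhodamine dye-equivalent concentration at each compound concentration.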
# Fluorescein fluor – compound fluoresces in the fluorescein spectral region; Compound autofluorescence, 480/540 nm, fluorescein-equivalent; active compounds read high; max fluorescein-equivalent concentration, M; 59,000 compounds, 0.91% hits; AID 593; in the data active means max fluorescein-equivalent concentration above about 10 nM; inconclusive means between about 1.1 nM and that limit
#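 Normalized response (dye-equivalent concentration) derives from comparing each well's 540 nm emission, under 480 nm excitation, with plate-resident fluorescein standards. Compounds were held in 100 mM Tris, pH 8.0, for 15 min at room temperature.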
# Casp1 inh – blocks human caspase-1 allosterically or competitively. P29466. Caspase-1 enzyme, Ac-WEHD-AFC fluorogenic rate. Potency, µM (doses to about 57.5 µM), for inactives: at the top dose activity change, negative = inhibition, actives largely listed as inhibitors. 75,000 compounds, 0.03% hits;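 further: potency means the concentration at half of the fitted maximal effect; plate controls were vehicle for no effect and no substrate for full effect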
# Target sequence (P29466 120-297 limits assumed): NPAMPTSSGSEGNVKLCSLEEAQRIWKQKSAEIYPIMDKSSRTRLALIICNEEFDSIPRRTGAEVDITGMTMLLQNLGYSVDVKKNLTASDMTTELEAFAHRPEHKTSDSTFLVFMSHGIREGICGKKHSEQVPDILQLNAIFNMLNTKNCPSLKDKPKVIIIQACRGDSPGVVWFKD
# Target sequence (P29466 317-404 limits assumed): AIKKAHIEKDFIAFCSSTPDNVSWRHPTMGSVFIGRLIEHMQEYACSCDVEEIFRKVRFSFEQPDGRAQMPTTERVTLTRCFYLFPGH
# HEK293 cAMP ctrl – parental HEK293 cAMP activation (counter-screen). 73,000 compounds, 2.5% hits. AID 938. parental HEK293 CNG cAMP sensor, membrane potential fluorescence. Potency, µM (doses to about 57.1 µM), inactives show top-dose activation, most hits filed as activators; further: potency means the concentration at half of the fitted maximal effect; % of control where 0% means no effect; nearly all actives have a fitted effect of over 55% in size
#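 Parental HEK 293 cells stably expressing a modified CNG channel (no TSHR) report cAMP rise as membrane depolarization. Membrane potential dye with 100 uM RO 20-1724 was loaded for 60 min at room temperature, then compound added for 30 min; fluorescence read at 590 nm.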
# 4-MU autofl – 4-MU region autofluorescence. compound autofluorescence, 340/450 nm, 4-MU equivalents; active compounds read high. 59,000 compounds, 11% hits. max dye-equivalent concentration, M. AID 589; in the data active means max dye-equivalent concentration above about 10 nM; inconclusive means mostly about 1.1 nM to 9.6 nM
#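 Compounds in 100 mM Tris, pH 8.0, sat 15 min at room temperature before fluorescence was read at 340 nm excitation/450 nm emission; a per-plate six-point 4-MU standard curve converted signals to dye-equivalent concentration at each compound concentration.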
# Texas Red fluor – compounds fluorescent in Texas Red spectral region; Compound fluorescence, Texas Red channel, 547/618 nm; active compounds read high; max dye-equivalent concentration, M; 59,000 compounds, 0.06% hits; AID 587; in the data active means max dye-equivalent concentration above about 10 nM; inconclusive means between about 1.1 nM and that limit
#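 Compound fluorescence was read after 15 min at room temperature in 100 mM Tris, pH 8.0, using 547 nm excitation and 618 nm emission across a concentration series. It was expressed as Texas Red dye-equivalent concentration from an on-plate standard curve.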
# ERK AVP block – inhibitors of vasopressin-stimulated ERK signaling pathway. HEK293-V1b, vasopressin-stimulated pERK AlphaScreen. AID 995. Potency, µM (titrated, usually from 57.5 µM), for the others: top-dose activity, negative = inhibition, actives largely listed as inhibitors. 72,000 compounds, 0.99% hits; further: potency means the concentration at half of the fitted maximal effect; on the % scale 0 is the no-effect control and ±100 the full control effect; nearly all actives have a fitted effect of over 55% in size
#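 Overnight-seeded V1b-HEK293 cells in 1% FBS got compound, then vasopressin (25 nM final, 5 min, 37C), then lysis buffer. AlphaScreen detection of phospho-ERK; activity normalized to basal and full-stimulation controls.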
# Tau fil binding – binds recombinant human tau filaments. 71,000 compounds, 2% hits. P10636. Potency, µM (series often up to 57.1 µM), for inactives: at the top dose activity change, negative = inhibition. recombinant tau filaments, thioflavin S fluorescence, 15 h; filaments grown with octadecylsulfate alongside compound;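 further: potency means the concentration at half of the fitted maximal effect; on the % scale 0 is the no-effect control and ±100 the full control effect; actives lower thioflavin S fluorescence by blocking filaments or displacing dye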
# Target sequence (P10636 whole entry, looked up): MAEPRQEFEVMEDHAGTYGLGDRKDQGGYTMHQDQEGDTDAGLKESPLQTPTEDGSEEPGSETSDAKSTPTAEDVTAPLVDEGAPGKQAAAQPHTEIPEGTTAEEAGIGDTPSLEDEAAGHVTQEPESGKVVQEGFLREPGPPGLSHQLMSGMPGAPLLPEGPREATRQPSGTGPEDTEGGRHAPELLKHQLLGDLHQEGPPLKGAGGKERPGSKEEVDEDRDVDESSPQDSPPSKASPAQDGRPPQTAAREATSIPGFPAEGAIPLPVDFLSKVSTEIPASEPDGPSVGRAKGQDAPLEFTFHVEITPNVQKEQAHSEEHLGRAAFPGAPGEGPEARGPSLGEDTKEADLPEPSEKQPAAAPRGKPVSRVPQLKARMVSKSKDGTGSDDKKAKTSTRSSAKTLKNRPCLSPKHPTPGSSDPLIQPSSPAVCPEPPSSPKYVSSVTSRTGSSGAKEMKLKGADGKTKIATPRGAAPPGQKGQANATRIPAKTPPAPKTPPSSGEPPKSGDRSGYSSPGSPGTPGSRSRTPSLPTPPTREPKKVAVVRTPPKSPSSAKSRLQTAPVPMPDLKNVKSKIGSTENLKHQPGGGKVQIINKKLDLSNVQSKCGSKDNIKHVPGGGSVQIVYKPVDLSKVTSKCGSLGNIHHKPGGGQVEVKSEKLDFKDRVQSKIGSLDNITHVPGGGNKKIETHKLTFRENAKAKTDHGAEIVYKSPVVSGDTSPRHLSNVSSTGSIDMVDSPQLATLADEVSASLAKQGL
#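 His-tagged recombinant human tau (exons 2, 3 and 10 included), 1 uM, was induced to fibrillize by 30 uM sodium octadecylsulfate with compound present. After 15 h at 37 C, thioflavine S fluorescence (ex 450, em 510 nm) was read.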
# FLuc inh – inhibitors of firefly luciferase; purified firefly luciferase, luminescence, 8 min; Potency, µM (top dose mostly 57.1 µM), without a hit: at the highest dose activity change, negative = inhibition, actives largely listed as inhibitors; P08659; AID 411; 72,000 compounds, 2.2% hits; further: potency means the concentration at half of the fitted maximal effect; on the % scale 0 is the no-effect control and ±100 the full control effect; nearly all actives have a fitted effect of over 40% in size
#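 Substrate buffer containing 10 uM ATP (pH 7.2 imidazole, Mg2+, KCl, detergent, BSA) is dispensed, compound pinned in, then luciferase/luciferin detector mix added. After 8 min at ambient temperature, light output is measured.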
# Casp7 inh – allosteric or competitive inhibitors of human caspase-7 | recombinant caspase-7, Ac-DEVD-AFC fluorescence rate | Potency, µM (titrated, usually from 57.5 µM), for inactives: at the highest dose activity change, negative = inhibition, usual class: inhibitors | 75,000 compounds, 0.02% hits; active means well fitted inhibition curve with a large enough effect in the main read-out, with a control signal flat, not every such curve was filed as active; inconclusive means small, poorly fitted or top-dose-only effect, or a change in a side signal; further: potency means the concentration at half of the fitted maximal effect; % of control where 0% means no effect
# A350 autofl – compound fluoresces in the Alexa 350 spectral region; AID 590; 59,000 compounds, 11% hits; Compound autofluorescence, 340/450 nm, Alexa 350 dye-equivalents; active compounds read high; max dye-equivalent concentration, M; in the data active means max dye-equivalent concentration above about 10 nM; inconclusive means mostly about 1.1 nM to 9.6 nM
# * = called active by the depositor; i = inactive; ? = inconclusive; / = not tested or not shown; & = joins results of further samples; [ ] = remark or other dose. Unless noted, the call rests on the fitted dose curve; in most records, active means well fitted curve in the direction sought with a large enough effect; inconclusive means small, poorly fitted or top-dose-only effect, or another doubt; inactive means no such curve, though single readings can be large; an effect the other way counts as inactive or inconclusive. The list is partial; rates above refer to the full screens.
cpd	mol	Casp7 inh	Tau fil binding	ERK AVP block	Texas Red fluor	A350 autofl	4-MU autofl	Fluorescein fluor	Rhodamine autofl	Casp1 inh	FLuc inh	HEK293 cAMP ctrl
1	O=P1(Nc2cccnc2)COc2ccccc2OC1	-1%	-6%	4%	i	i	i	i	i	0%	3%	2%
2	CNP(=S)(NC)OCCOc1ccc(OC)cc1	-2%	-11%	-22%	i	i	i	?	i	-1%	1%	3%
3	COc1ccc(Cl)cc1NC1=NCC(C)S1 (configuration not stated)	-2%	38%	?	?	i	i	i	i	-2%	3%	17%
4	Nc1ccccc1-c1ccccc1	-3%	-10%	-5%	/	/	/	/	/	-2%	/	10%
5	CCCSc1nc(O)c(CC)c(=O)n1C(C)CC (configuration not stated)	-4%	12%	-8%	i	i	i	?	i	0%	1%	14%
6	CN1CCN(c2ncnc3ccc(Br)cc23)CC1	-1%	14%	-20%	/	/	/	/	/	0%	0%	8%
7	N[C@@H](Cn1oc(=O)[nH]c1=O)C(=O)O	-3%	?	?	/	/	/	/	/	-1%	0%	-1%
8	[O]=[Cd]	1%	-1%	2%	/	/	/	/	/	-1%	/	4%
9	CN1C(=O)C(Cc2cccc3ccccc23)C(=O)N(C)C1=O	-1%	5%[11.4 µM]	-6%	/	/	/	/	/	-3%	2%	8%[11.4 µM]
10	Cc1c(N=Cc2c(O)n(CCc3ccc(F)cc3)c(=O)[nH]c2=O)c(=O)n(-c2ccccc2)n1C	/	/	/	i	4.4e-08M*	6.1e-08M*	?	i	/	0%[25.5 µM]	/
11	C[C@@H](Cc1cccc(C(F)(F)F)c1)NCCCc1ccccc1	0%	-62%	-13%	/	/	/	/	/	0%	3%	40µM*
12	COC(=O)c1ccccc1N	-1%	-1%	14%	/	/	/	/	/	-1%	/	12%
13	O=c1[nH]c(=O)n(Cc2ccccc2)c(O)c1C=NCCN1CCOCC1	/	/	/	i	i	i	i	i	/	1%[25.5 µM]	/
14	CN(C)c1ccc(N=O)cc1	-8%	-1%	?	/	/	/	/	/	0%	/	-27%
15	CNCCc1c(C)n[nH]c1C	1%	-4%	?	i	i	i	i	i	1%	-1%	6%
16	C[C@@]12CC[C@H]3[C@@H](CC[C@H]4C[C@@H](O)CC[C@]43C)[C@H]1CC[C@@H]2C(=O)C[C@H](O)C(F)(F)F	-5%[11.5 µM]	17%[11.4 µM]	11%[11.5 µM]	i	i	i	i	i	-1%[11.5 µM]	3%[11.4 µM]	-1%[11.4 µM]
17	CSCC[C@@H](N)P(C)(=O)O	1%[11.5 µM]	4%[11.4 µM]	-10%[11.5 µM]	i	i	i	i	i	1%[11.5 µM]	1%[11.4 µM]	-3%[11.4 µM]
18	Cn1c(O)c(C=NCCN2CCN(C(=O)c3ccccc3)CC2)c(=O)n(C)c1=O	-1%	6%	-27%	/	/	/	/	/	-2%	5%	0%
19	CCOC(=O)N1CCN(c2ccc(Cl)c(Cl)c2)CC1	-4%	5%	31%[activator]	i	i	i	i	i	-1%	0%	14%
20	CCCCCCCCn1sccc1=O	1%	-4%	2%	/	/	/	/	/	2%	/	?

# An excerpt from above with just A350 autofl, Casp1 inh and Casp7 inh.
no. | mol | A350 autofl | Casp1 inh | Casp7 inh
17 | CSCC[C@@H](N)P(C)(=O)O | i | 1%[11.5 µM] | 1%[11.5 µM]
18 | Cn1c(O)c(C=NCCN2CCN(C(=O)c3ccccc3)CC2)c(=O)n(C)c1=O | / | -2% | -1%

# Remaining list, next part:
cpd	mol	Casp7 inh	Tau fil binding	ERK AVP block	Texas Red fluor	A350 autofl	4-MU autofl	Fluorescein fluor	Rhodamine autofl	Casp1 inh	FLuc inh	HEK293 cAMP ctrl
21	CC(C)(c1ccccc1)c1ccc(O)cc1	-2%	-15%	-2%	/	/	/	/	/	1%	/	15%
22	COc1cc(CNC(=O)CCCC/C=C\C(C)C)ccc1O	-1%	?	-18%	i	?	i	?	i	?	-2%	26%
23	C[C@@]12CC[C@H](O[C@@H]3O[C@H](CO)[C@@H](O)[C@H](O)[C@@H]3O)C[C@@H]1CC[C@H]1[C@H]2CC[C@@]2(C)[C@@H](C3=CCOC3=O)CC[C@]12O	-3%[11.5 µM]	12%[11.4 µM]	-7%[11.5 µM]	?	i	i	i	i	0%[11.5 µM]	2%[11.4 µM]	1%[11.4 µM]
24	FC(F)(F)c1nc2ccc(SSc3ccc4nc(C(F)(F)F)[nH]c4c3)cc2[nH]1	-2%[11.5 µM]	2%[11.4 µM]	17%[11.5 µM]	?	i	i	i	i	0%[11.5 µM]	-1%[11.4 µM]	-10%[11.4 µM]
25	O=P(CN1CCN(c2ccccc2)CC1)(N1CCCCC1)N1CCCCC1	-3%	8%	-2%	i	i	i	?	i	1%	2%	?
26	Nc1c(Br)cc([N+](=O)[O-])cc1[N+](=O)[O-]	-1%	-1%	-10%	/	/	/	/	/	-3%	/	-9%
27	O/N=C1/C(=C\c2ccccc2)N2CCC1CC2	-1%	15%	4%	i	?	?	i	i	-1%	0%	0%
28	Cc1sc2ncn(CC(=O)NCC(=O)N3CCC4(CC3)OCCO4)c(=O)c2c1C	1%	2%	-1%	i	i	i	i	i	-1%	1%	9%
29	CCOC(=O)[C@@]1(C#N)[C@@H]2C=CC(C(N)=O)=CN2[C@@H](C(N)=O)[C@@H]1c1cccc(Cl)c1	/	/	/	i	?	?	i	i	/	1%[25.5 µM]	/
30	O=C(Cc1ccc(Cl)c(Cl)c1)N1CCCC[C@H]1CN1CCCC1	1%&3%	?	11%&-6%	?	6.5e-08M*	6.7e-08M*	i	i	1%&-1%	2%&-1%	29%&3%
31	COC(=O)c1c(C)ccc2c(O)c3c(cc12)C(=O)c1c2c(cc(O)c1C3=O)[C@@]1(C)O[C@@](C)(O2)[C@@H](O)[C@H](N(C)C)[C@H]1O	-3%[11.5 µM]	4µM*	14%[11.5 µM]	i	1.6e-08M*	1.5e-08M*	?	i	4%[11.5 µM]	-2%[11.4 µM]	5%[11.4 µM]
32	COc1ccc(S(=O)(=O)Cc2ccc(C(=O)N3CCC4(CC3)OCCO4)o2)cc1	0%	14%	-8%	?	i	i	i	i	-1%	1%	4%
33	C#C[C@@]1(O)CC[C@@H]2[C@@H]3CCC4=CC(=O)CC[C@@]4(C)[C@H]3CC[C@]21C	0%[25.7 µM]	9%[25.6 µM]	4%[25.7 µM]	?	1e-07M*	1.1e-07M*	i	i	-2%[25.7 µM]	0%[25.5 µM]	1%[25.6 µM]
34	Cc1n[nH]c(C)c1CCN	2%	-6%	0%	i	i	i	i	i	-3%	2%	4%
35	COC(=O)CC1(CC(=O)OC)C(=O)NC(=O)NC1=O	0%	19%	-2%	/	/	/	/	/	0%	3%	-2%
36	Fc1ccc(NC2=NCCS2)cc1Cl	0%	18%	-11%	i	i	i	?	i	-1%	-1%	-1%

# Part of the list above in order of molar mass, falling.
cpd	mol	Casp7 inh	Tau fil binding	ERK AVP block	Texas Red fluor	A350 autofl	4-MU autofl	Fluorescein fluor	Rhodamine autofl	Casp1 inh	FLuc inh	HEK293 cAMP ctrl
31	COC(=O)c1c(C)ccc2c(O)c3c(cc12)C(=O)c1c2c(cc(O)c1C3=O)[C@@]1(C)O[C@@](C)(O2)[C@@H](O)[C@H](N(C)C)[C@H]1O	-3%[11.5 µM]	4µM*	14%[11.5 µM]	i	1.6e-08M*	1.5e-08M*	?	i	4%[11.5 µM]	-2%[11.4 µM]	5%[11.4 µM]
28	Cc1sc2ncn(CC(=O)NCC(=O)N3CCC4(CC3)OCCO4)c(=O)c2c1C	1%	2%	-1%	i	i	i	i	i	-1%	1%	9%
29	CCOC(=O)[C@@]1(C#N)[C@@H]2C=CC(C(N)=O)=CN2[C@@H](C(N)=O)[C@@H]1c1cccc(Cl)c1	/	/	/	i	?	?	i	i	/	1%[25.5 µM]	/
25	O=P(CN1CCN(c2ccccc2)CC1)(N1CCCCC1)N1CCCCC1	-3%	8%	-2%	i	i	i	?	i	1%	2%	?
30	O=C(Cc1ccc(Cl)c(Cl)c1)N1CCCC[C@H]1CN1CCCC1	1%&3%	?	11%&-6%	?	6.5e-08M*	6.7e-08M*	i	i	1%&-1%	2%&-1%	29%&3%
33	C#C[C@@]1(O)CC[C@@H]2[C@@H]3CCC4=CC(=O)CC[C@@]4(C)[C@H]3CC[C@]21C	0%[25.7 µM]	9%[25.6 µM]	4%[25.7 µM]	?	1e-07M*	1.1e-07M*	i	i	-2%[25.7 µM]	0%[25.5 µM]	1%[25.6 µM]
22	COc1cc(CNC(=O)CCCC/C=C\C(C)C)ccc1O	-1%	?	-18%	i	?	i	?	i	?	-2%	26%
26	Nc1c(Br)cc([N+](=O)[O-])cc1[N+](=O)[O-]	-1%	-1%	-10%	/	/	/	/	/	-3%	/	-9%
36	Fc1ccc(NC2=NCCS2)cc1Cl	0%	18%	-11%	i	i	i	?	i	-1%	-1%	-1%
27	O/N=C1/C(=C\c2ccccc2)N2CCC1CC2	-1%	15%	4%	i	?	?	i	i	-1%	0%	0%
21	CC(C)(c1ccccc1)c1ccc(O)cc1	-2%	-15%	-2%	/	/	/	/	/	1%	/	15%
34	Cc1n[nH]c(C)c1CCN	2%	-6%	0%	i	i	i	i	i	-3%	2%	4%
